Coupling enz: qHTS Assay for Inhibitors of Fructose-1,6-bisphosphate Aldolase from Giardia Lamblia: Coupling assay counterscreen; coupling enzyme system counterscreen, AmpLite Red fluorescence; activity change, negative = inhibition, % at 58.2 µM, hits read low; 290,000 compounds, 0.67% hits; AID 2472, 2010; in the data active means activity change below about -30%
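Counterscreen of the coupled detection system alone, without aldolase: glyceraldehyde-3-phosphate coupling enzymes plus AmpLite Red readout. Compounds at 57.5 uM final, 10 min RT preincubation, 20 min RT reaction, fluorescence 525/598 nm.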
* = called active by the depositor; & = joins results of further samples. On the % scale 0 is the no-effect control and ±100 the full control effect. This is a subset; count on the stated rates, not on these rows.

SMILES	Coupling enz
C[C@H](O)CO[C@H]1[C@H]2O[C@H]3[C@H](O)[C@@H](O)[C@@H](O[C@H]4[C@H](O)[C@@H](O)[C@@H](O[C@H]5[C@H](O)[C@@H](O)[C@@H](O[C@H]6[C@H](O)[C@@H](OC[C@H](C)O)[C@@H](O[C@H]7[C@H](O)[C@@H](OC[C@H](C)O)[C@@H](O[C@H]8[C@H](O)[C@@H](O)[C@@H](O[C@@H]([C@@H]1O)[C@@H](CO)O2)O[C@@H]8CO)O[C@@H]7CO)O[C@@H]6CO)O[C@@H]5CO)O[C@@H]4CO)O[C@@H]3CO	4
COc1cccc(Nc2ncc3nc(C)c(=O)n(C4CC4)c3n2)c1	0
COC(=O)[C@@H]1CC[C@H](C)[C@@H](c2ccc(C)cc2)N1C(=O)c1ccc(/C=N\OC[C@@H](O)COCc2ccco2)cc1	1
COC(=O)[C@@H]1[C@@H]2C[C@H]3c4[nH]c5cc(OC)ccc5c4CCN3C[C@@H]2C[C@H](OC(=O)c2cc(OC)c(OC)c(OC)c2)[C@H]1OC	-7
CN(C)Cc1ccccc1-c1ccc2ncnc(NC3CCNCC3)c2c1	0
C=CCC(C)(O)C(=O)OCC (centres undefined)	2
COC(=O)[C@@]1(Cc2ccc(F)cc2)[C@H]2c3cc(C(=O)N4CCCC4)n(CCN4CNCC4=O)c3C[C@H]2CN1C(=O)c1ccccc1	2
COc1ccc(Oc2ncc3nc(-c4ccc(OC)cc4)c(=O)n(C)c3n2)cc1	7
CN(C)C(=O)c1ccc(-c2nccc(NCc3ccccc3)n2)cc1	1
CC1CCC2C(C)C3C(CC4[C@@H]5CC=C6C[C@@H](O)CC[C@]6(C)C5CC[C@]34C)N2C1 (some centres undefined)	-1
CC(=O)N[C@@H](CSC/C=C(\C)CC/C=C(\C)CCC=C(C)C)C(=O)O	-1
COc1ccc2[nH]cc(CCNc3ccnc(-c4cccc(C#N)c4)n3)c2c1	-7
c1ccc2oc(C3=NCCN3)cc2c1	0
O=C(O)c1ccccc1Nc1cc(Cl)cc(Cl)c1	12
C[C@H](NC(=O)CNC(=O)[C@@H](NC(=O)[C@H](Cc1ccccc1)NC(=O)CNC(=O)CNC[C@@H](N)Cc1ccccc1)[C@@H](C)O)C(=O)N[C@@H](CCCN=C(N)N)C(=O)N[C@@H](CCCCN)C(=O)N[C@@H](CO)C(=O)N[C@@H](C)C(=O)N[C@@H](CCCN=C(N)N)C(=O)N[C@@H](CCCCN)C(N)=O	2
CSc1nc(NC2CCCC2)c([N+](=O)[O-])c(NC2CCCC2)n1	1&-2
COCC(=O)N1CCC2(CCN(Cc3cc(C(F)(F)F)cc(C(F)(F)F)c3)CC2)CC1	2
COc1cccc(O)c1O	-33*
Cc1noc(C)c1-c1cc(Nc2ccccc2)ncn1	3
Cc1ccc(N)c(Cl)c1	-3

Entries from the list above that have fluorine:
SMILES	Coupling enz
COC(=O)[C@@]1(Cc2ccc(F)cc2)[C@H]2c3cc(C(=O)N4CCCC4)n(CCN4CNCC4=O)c3C[C@H]2CN1C(=O)c1ccccc1	2
COCC(=O)N1CCC2(CCN(Cc3cc(C(F)(F)F)cc(C(F)(F)F)c3)CC2)CC1	2

The list continues.
SMILES	Coupling enz
CC(=O)NCCNc1nc(-c2cccnc2)nc2ccccc12	0
C#CCCCO/N=C1/C[C@@H](O)[C@@H](O)[C@@H]2[C@@H]3C(=O)N(Cc4ccccc4)C(=O)[C@H]3CC[C@@H]12	0
COc1ncc2nc(-c3ccc(F)cc3)c(=O)n(C[C@H]3CCCO3)c2n1	-3
CCNc1ncc2ncc(=O)n(C[C@H]3CCCO3)c2n1	4
COc1ccc(OC)c(-c2nnc3n2N=C(c2c(OC)cccc2OC)CS3)c1	-1
COC(=O)c1ccc(C(NC(=O)OCc2ccccc2)/C(F)=C/[C@@H](C)C(=O)NCc2nc3ccccc3s2)cc1 (some centres undefined)	3
O=C1C[C@@H](c2ccc(O)c(O)c2)Oc2cc(O[C@H]3O[C@@H](CO)[C@H](O)[C@@H](O)[C@@H]3O)cc(O)c21	-3
C/C(=C\COc1c2ccoc2cc2oc(=O)ccc12)CCC(O)C(C)(C)O (centres undefined)	0
CC(=O)Nc1ccc(SCC(Cc2ccccc2)N2CCN(CCc3ccccc3)CCC2=O)cc1 (centres undefined)	-2
CCCC[C@@H](NC(=O)[C@@H](Cc1cn(C(=O)OC)c2ccccc12)NC(=O)[C@H](CC(C)(C)C)NC(=O)N1[C@H](C)CCC[C@@H]1C)C(=O)O	10
COC(=O)NC(CC(C)=O)c1cccc(F)c1 (centres undefined)	0
COc1cccc([C@@H]2Oc3ccc(Br)cc3C(=O)[C@H]2OC(=O)NS(=O)(=O)c2ccc(F)cc2)c1	-1
Cc1noc(C)c1C(=O)N1CCC[C@@]2(CCN(Cc3ccccc3)C2)C1	0
COC(=O)C1=C[C@@H](C(=O)OC)[C@@H]2C3=C(C(=O)C2(C)C)[C@H](c2ccccc2)[C@@H]2C(=O)N(c4ccccc4)C(=O)[C@@H]2[C@@H]3C1	-2
COc1ccc(Oc2ncc3nc(C)c(=O)n(-c4ccccc4)c3n2)cc1	2
COC1C=CC23c4cc5c(cc4CN(CC2O)C3C1)OCO5 (centres undefined)	-2
CC(C)OC(=O)[C@@H]1CC[C@H](C)[C@@H](CCCCO)O1	0
C=C[C@](C)(O)CCC=C(C)C	0
COC(=O)C[C@H]1c2ccccc2[C@H]2C(=C[C@@H](C)[C@H]3C(=O)N(O)C(=O)[C@H]32)N1C(=O)OC	2
Cc1nc2cnc(N(C)C)nc2n(Cc2cccs2)c1=O	1

4 compounds picked at random from those above:
SMILES	Coupling enz
Cc1nc2cnc(N(C)C)nc2n(Cc2cccs2)c1=O	1
Cc1noc(C)c1C(=O)N1CCC[C@@]2(CCN(Cc3ccccc3)C2)C1	0
COC(=O)C1=C[C@@H](C(=O)OC)[C@@H]2C3=C(C(=O)C2(C)C)[C@H](c2ccccc2)[C@@H]2C(=O)N(c4ccccc4)C(=O)[C@@H]2[C@@H]3C1	-2
COc1ncc2nc(-c3ccc(F)cc3)c(=O)n(C[C@H]3CCCO3)c2n1	-3

Four of the compounds above, field by field:
COC(=O)C1=C[C@@H](C(=O)OC)[C@@H]2C3=C(C(=O)C2(C)C)[C@H](c2ccccc2)[C@@H]2C(=O)N(c4ccccc4)C(=O)[C@@H]2[C@@H]3C1
  Coupling enz = -2
COc1ccc(Oc2ncc3nc(C)c(=O)n(-c4ccccc4)c3n2)cc1
  Coupling enz = 2
COC1C=CC23c4cc5c(cc4CN(CC2O)C3C1)OCO5 (centres undefined)
  Coupling enz = -2
CC(C)OC(=O)[C@@H]1CC[C@H](C)[C@@H](CCCCO)O1
  Coupling enz = 0

The results go on.
SMILES	Coupling enz
COCCn1c(=O)c(-c2cccc(C#N)c2)nc2cnc(Oc3cccc(Cl)c3)nc21	0
COc1ccccc1CC(=N)N1C[C@@H]2C(=O)CCC(c3ccccc3)(c3ccccc3)[C@@H]2C1	0
C[N+](C)(CCCOc1ccccc1)c1ccccc1	-2
O=C(c1ccncc1)N1CCC2(CC1)CN(c1ncccn1)C2	0
C[C@H]1OC(=O)CC[C@@H]2[C@]1(C)CCC1[C@@]2(C)CC[C@@]2(C)C3CC(C)(C)CC[C@]3(CO)CC[C@]12C (some centres undefined)	-2
CN(Cc1ccco1)c1nc(-c2cccnc2)nc2ccccc12	1
COC(=O)c1ccc(C(NC(=O)OCc2ccccc2)/C(I)=C/[C@@H](C)C(=O)NCc2ccc(OC)c(O)c2)cc1 (some centres undefined)	3
COc1cc(C2CC(=O)Oc3c(C(C)C)ccc(C)c32)cc(OC)c1OC (centres undefined)	1
COc1ccc(NC(=O)N2CC[C@@]3(CCCN(C(=O)c4ccco4)C3)C2)cc1	3
C=CC1=C(C)C2=NC1=CC1=NC(=CC3=NC(=CC4=NC(=C2)C(C)=C4CCC(=O)O)C(CCC(=O)O)=C3C)C(C=C)=C1C.[Zn]	-14
O=S1(=O)C2CC3C=CC2(CN1Cc1ccccc1)O3 (centres undefined)	1
CC(=O)NCCNc1ncnc2ccc(-c3cccc(NS(C)(=O)=O)c3)cc12	-2
COc1cccc(/C=C/C2=CC3(C)CC2(C)C(c2cccc(OC)c2)CC3=O)c1 (centres undefined)	0
CC(C)=NOC[C@@H](O)COCc1ccco1	2
COc1cc(O)c(C(=O)/C=C/c2ccc(O)c(OC)c2)c(OC)c1	1
Cc1nc(N=Nc2cc(S(=O)(=O)O)ccc2S(=O)(=O)O)c(COP(=O)(O)O)c(C=O)c1O	6
COc1ccc(-n2c(=O)cnc3cnc(Oc4cccc(Cl)c4)nc32)cc1	1
CC(=O)N1[C@H](C)C=C[C@]1(Cc1ccccc1)C(=O)NCc1ccccn1	-1
CCCn1c(-c2ccc(F)cc2)nc2c(NCCCN3CCOCC3)nc(C)nc21	-7
CNC(=O)C1(C(F)(F)F)C/C(=C\Cc2ccccc2)CCCO1 (centres undefined)	5

Reprinted from the part before: two entries, followed by the next part.
SMILES	Coupling enz
CCCn1c(-c2ccc(F)cc2)nc2c(NCCCN3CCOCC3)nc(C)nc21	-7
CNC(=O)C1(C(F)(F)F)C/C(=C\Cc2ccccc2)CCCO1 (centres undefined)	5
COC(=O)[C@@]1(Cc2ccccc2)[C@H]2c3cc(C(=O)N4CCCC4)n(Cc4ccccn4)c3C[C@H]2CN1C(=O)c1ccccc1	0
COc1ccc(C2C3C=CCC(c4cccc(-c5ccc(N(C)C)cc5)c4)C3C(=O)N2Cc2ccccc2)cc1Cl (centres undefined)	2
C/C(CCN1CCCc2nc(C)c(C)cc21)=N\O[C@@H](C)c1cn([C@@H]2COC[C@@H]2O)nn1	0
CCC/C=C(\CCC)C(NC(=O)c1ccc(C(F)(F)F)cc1)c1ccc(C(F)(F)F)cc1 (centres undefined)	0
CC(N)C(O)c1cccc(O)c1 (centres undefined)	1
COc1ccccc1[C@@H]1C(c2ccc(F)cc2)=NN(c2ccc(Br)cc2)[C@H]1C(=O)N1CCOC1=O	2
C#CCCCO/N=C1/C[C@@H](O)[C@@H](O)[C@@H]2[C@@H]3C(=O)N(c4cccc(Oc5ccccc5)c4)C(=O)[C@H]3CC[C@H]12	1
COC(=O)[C@H](C)[C@H](CC(C)C)NC(=O)[C@H](C)[C@H](CC(C)C)NC(=O)c1ccccn1	0
Cn1c(=O)c(-c2ccc(F)cc2)nc2cncnc21	1
COc1ccccc1CNc1cc(-c2ccccc2CN(C)C)ncn1	1
CS(=O)(=O)Nc1cccc(-c2nc(N3CCOCC3)c3ccccc3n2)c1	1
CO[C@H]1COC(=O)[C@H](C)COC(=O)[C@H](C)NC(=O)C/C=C\[C@H]1C	2
CCOC(=O)C(CCc1ccccc1)NC(C)C(=O)N1CCCC1C(=O)O (centres undefined)	5
COc1ccc(Oc2ncc3nc(CCc4ccccc4)c(=O)n(CCC#N)c3n2)cc1	0
O=C(Nc1cccc(C(F)(F)F)c1)Nc1cc(Cl)ccc1C(=O)O	0
COc1cc(/C=C/C(=O)c2cccs2)cc(OC)c1OC	1
N#CCCn1c(=O)c(CCc2ccccc2)nc2cnc(OCc3ccccc3)nc21	0
CC(=O)OC1CC2C(C)(C)C(=O)C=C[C@]2(C)C2CC[C@@]3(C)C(c4ccoc4)OC(=O)C4O[C@@]43[C@]12C (some centres undefined)	-2
COc1cccc(-c2cncnc2NC2CCNCC2)c1	-3
Cc1nc2cnc(N3CCN(C)CC3)nc2n(C[C@H]2CCCO2)c1=O	2
CC(C)(C)NC[C@@H](O)COc1nsnc1N1CCOCC1	2
NCCCC[C@H](NC(=O)[C@@H]1CCCN1C(=O)[C@H](CO)NC(=O)[C@H](CC(=O)O)NC(=O)CNC(=O)[C@H](CCCN=C(N)N)NC(=O)CN)C(=O)O	0
CC(=O)OC1CC(OC(C)=O)[C@]2(C)C(CC(OC(C)=O)[C@]3(C)C2CC[C@@]2(C)C(c4ccoc4)OC(=O)C4O[C@]432)C1(C)C (some centres undefined)	-2
CN(C)c1ncc2nc(-c3ccccc3)c(=O)n(C[C@H]3CCCO3)c2n1	-8
COc1cccc(Cn2c(=O)c(-c3ccccc3)nc3cnc(OC)nc32)c1	-13
COc1ccc(C2C=C3CNS(=O)(=O)C3CC2OC(=O)c2cccc(C)c2)cc1 (centres undefined)	-3
C=CC1=C2C=C(C3CC3)N(C3CCCCC3)C=C2C(=O)C(C)(OC(=O)c2ccco2)C1=O (centres undefined)	-43*
C/C(CCN1CCCc2nc(C)c(C)cc21)=N\OC[C@@H](O)[C@@H]1O[C@@H]2OC(C)(C)O[C@@H]2[C@H]1O	1
CCC1CC=CC2C1C(=O)N(Cc1ccccc1)C2c1cc(C)ccc1F (centres undefined)	-2
COc1ccc(-c2nc3cnc(N4CCOCC4)nc3n(-c3ccccc3)c2=O)cc1	-1
C[C@@H](C[N+](C)(C)C)OC(N)=O	0
COC(=O)[C@@H]1C[C@@]2(O)[C@@H](O)[C@@H](O)[C@@H](O)C[C@H]2N1CC1CC1	4
COC(=O)N1CCC[C@@]2(CCN(c3ccccn3)C2)C1	-2
CCC[C@@H]1C[C@@]1(CCC)C(NC(=O)c1ccco1)c1ccc(Cl)cc1 (some centres undefined)	0
COc1ccc(CCN2CCC[C@H](CN3CCc4cc(OC)c(OC)cc4CC3=O)C2)cc1OC	0
C[C@H]1C=C2C=C[C@H](C)[C@H](CC[C@@H]3C[C@@H](O)CC(=O)O3)[C@H]2[C@@H](OC(=O)[C@@H](C)CCO)C1	-2
O=C(c1ccco1)N1CCC[C@@]2(CCN(Cc3ccccc3)C2)C1	4
O=C(N/N=C1/C[C@@H](O)[C@@H](O)[C@@H]2[C@@H]3C(=O)N(c4cccc(Oc5ccccc5)c4)C(=O)[C@H]3CC[C@H]12)OCc1ccccc1	1
COc1ccccc1-c1cncnc1N1CCN(C)CC1	0
O=C(N/N=C1/C[C@@H](O)[C@@H](O)[C@@H]2[C@@H]3C(=O)N(Cc4ccccc4)C(=O)[C@H]3CC[C@@H]12)OCc1ccccc1	0
Cc1ccccc1C1CC(=O)Oc2cc(C)c(Br)c(C)c21 (centres undefined)	0
CCCCCCCC/C=C\CCCCCCCC(=O)OC[C@@H](O)COP(=O)(O)O	2
CCOc1ccccc1-c1ccc(C(=O)O)o1	11
